Screens from PubChem.
Tat export inh – E. coli Tat export inhibitors, primary screen, MC4100, TorA-mCherry reporter, fluorescence, single point; inhibition, % at 10 µM; 340,000 compounds, 0.036% hits; AID 488895, 2010;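 active = mean replicate inhibition at least 50% and at least half of replicates individually reaching 50%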;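 note: exported cargo escapes ClpAP degradation while cytoplasmic cargo is degraded and loses fluorescence; 0% = median of neutral control wells and 100% = median of NaSCN control wells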
AddAB inh – growth inhibition of E. coli expressing H. pylori AddAB, primary screen, AddAB inhibitor project, absorbance; 330,000 compounds, 0.29% hits; inhibition, % at 11.9 µM; AID 435030, 2010; in the data active = inhibition above about 12%;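 note: 0% = vehicle wells of infected cells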
phage Ecoli inh – growth loss of phage-infected E. coli, primary screen, RecBCD inhibitor project, absorbance, with phage, HTS. inhibition, % at 11.9 µM. 360,000 compounds, 0.26% hits; in the data active = inhibition above about 11%
PfHsp90 set2 – growth inhibition of PfHsp90-expressing yeast, primary screen, antimalarial PfHsp90 inhibitor project, S. cerevisiae, BacTiter-Glo luminescence, single point, set 2 | BacTiter-Glo ATP, 48 h; yeast lacking PDR1 and PDR3 efflux regulators | inhibition, % at 9.4 µM | 310,000 compounds, 0.32% hits;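 active = every replicate shows inhibition above about 80%, whatever the replicate mean, limit read from the data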;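 note: 0% = DMSO neutral controls and 100% = 20 µM radicicol positive controls; yeast relying on Plasmodium falciparum Hsp90 in place of its own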
MOR-DOR ag – agonists of OPRM1-OPRD1 heterodimerization, primary screen, cell-based, luminescence; Mu-type opioid receptor (Homo sapiens) + Delta-type opioid receptor (Homo sapiens), …; 340,000 compounds, 0.3% hits; activation, % at 9.3 µM; cells; in the data active = activation above about 18%;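 note: 0% = vehicle-treated cells and 100% = reference agonist; values of inactives mirror those of a sister screen read the other way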
Target sequence (P35372 whole entry, looked up): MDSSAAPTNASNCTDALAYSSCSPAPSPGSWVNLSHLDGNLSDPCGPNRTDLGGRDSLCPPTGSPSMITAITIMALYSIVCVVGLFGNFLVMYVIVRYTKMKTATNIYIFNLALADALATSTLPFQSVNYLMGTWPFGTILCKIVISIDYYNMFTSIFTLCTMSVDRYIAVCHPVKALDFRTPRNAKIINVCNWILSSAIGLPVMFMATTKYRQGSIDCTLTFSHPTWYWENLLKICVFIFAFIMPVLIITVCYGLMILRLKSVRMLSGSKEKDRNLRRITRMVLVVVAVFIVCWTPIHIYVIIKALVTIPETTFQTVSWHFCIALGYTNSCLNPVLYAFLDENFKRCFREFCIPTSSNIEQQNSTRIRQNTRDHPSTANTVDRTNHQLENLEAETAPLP
Target sequence (P41143 whole entry, looked up): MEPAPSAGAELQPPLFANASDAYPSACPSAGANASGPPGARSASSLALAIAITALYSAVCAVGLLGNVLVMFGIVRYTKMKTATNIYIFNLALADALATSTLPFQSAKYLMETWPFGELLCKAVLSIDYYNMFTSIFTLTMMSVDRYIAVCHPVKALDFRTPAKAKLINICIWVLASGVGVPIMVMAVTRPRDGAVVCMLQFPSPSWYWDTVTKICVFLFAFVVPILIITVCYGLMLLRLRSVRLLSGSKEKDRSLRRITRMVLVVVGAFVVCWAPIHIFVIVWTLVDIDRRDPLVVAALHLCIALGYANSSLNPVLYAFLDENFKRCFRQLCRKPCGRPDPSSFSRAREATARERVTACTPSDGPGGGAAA
Pemphigus Ab inh – inhibitors of pemphigus antibody binding to DSG3, primary screen, biochemical, bead-based, flow cytometry, scFv-GFP; DSG3-coupled beads, scFv-anti-DSG3-GFP binding; stronger effect = lower value; binding (percent of control), % at 10 µM; 310,000 compounds, 0.48% hits; Desmoglein-3 (Homo sapiens), P32926; AID 588358, 2011;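 active = binding more than 3 SD below its plate's average and above zero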; note: some compounds called inactive have numbers as strong as hits
Arr AP2 block – inhibitors of beta-arrestin/AP2 binding, primary screen, biochemical, GPCR trafficking, flow cytometry; 340,000 compounds, 0.31% hits; inhibition, % at 10 µM; AID 504490, 2011; FITC-arrestin peptide / GST-AP2 beads; AP2 beta2 appendage carries R879A mutation; beta-arrestin 1 C-terminal peptide binding to AP2 beta2-adaptin appendage (human);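 active = inhibition above a set limit, near 3 SD of compounds lacking own fluorescence, cut at about 54% in these data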;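 note: plate controls were DMSO wells for no effect and 5 µM unlabelled arrestin peptide for full effect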
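System: GST-AP2 R879A bound to glutathione beads, E. coli-expressed. Also added: 50 nM FITC-arrestin peptide. Schedule: compound with beads 12 min RT, then probe 1 h RT. Signal: bead flow cytometry, FITC channel. Read-out basis: percent response.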
E coli growth – E. coli V3065 growth inhibition, primary screen, counter-screen for AddAB inhibitor project, absorbance, OD600; inhibition, % at 11.9 µM; 18 h; 330,000 compounds, 0.27% hits; AID 449728, 2010;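 active = inhibition above the campaign's mean inhibition across all tested compounds plus 3 SD, cut at about 9.9% in these data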;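 note: uninfected addAB+ strain grown without phage in ampicillin broth; 0% = DMSO wells and 100% = ciprofloxacin 0.95 µg/ml wells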
SUMO Mot1 rescue – yeast Mot1-301 growth rescue at high temperature, primary screen, SUMOylation pathway inhibitor project, S. cerevisiae, ATP luminescence, 38.5C; S. cerevisiae Mot1-301 growth rescue; percent above DMSO median, 100 means doubled; growth rescue, % at 18.8 µM; 320,000 compounds, 1% hits;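 active = every valid replicate shows activation above 250% relative to neutral control wells; inactive = the rest, any valid replicate at or below 250%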;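 note: OY570 slx delta 5 strain wells were the positive control but not used for scaling; some compounds called inactive have numbers as strong as hits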
PKA-R1A activ – activators of PKA-R1A holoenzyme, primary screen, biochemical, fluorescence polarization, Cy5-IP20, bovine R1A, mouse PKAc | activation, % at 11.4 µM | PKA-R1A dissociation; scaled: DMSO 0%, 113 µM cGMP 100% | cAMP-dependent protein kinase type I-alpha regulatory subunit (Bos taurus) + … | 340,000 compounds, 0.083% hits;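 active = percent activation above the mean of all tested compounds plus 3 SD, cut at about 19% in these data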;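 note: higher means more PKAc released from R1A so a rise in polarization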
OPRM1-OPRD1 inv – inverse agonists of MOR-DOR heterodimerization, primary screen, cell-based, luminescence; Mu-type opioid receptor (Homo sapiens) + Delta-type opioid receptor (Homo sapiens), …; cell-based MOR-DOR heterodimer luminescence, inverse agonism; inhibition, % at 9.3 µM; 340,000 compounds, 0.21% hits; AID 504357, 2011; in the data active = inhibition above about 22%, passing the limit was not always enough;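 note: 0% = cells with DMSO and 100% = wells without cells with DMSO; values of inactives mirror those of a sister screen read the other way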
* = called active by the depositor.

How did COC(=O)/C=C1\SC(=Nc2ccccc2)NC1=O do in these assays?
Tat export inh: 22; AddAB inh: 0.8; phage Ecoli inh: 2.2; PfHsp90 set2: -2; MOR-DOR ag: -0.4; Pemphigus Ab inh: 100; Arr AP2 block: 1; E coli growth: -0.2; SUMO Mot1 rescue: -9; PKA-R1A activ: -8; OPRM1-OPRD1 inv: 2

Results for O=C(CN1CCN(c2ccccn2)CC1)Nc1cccc(S(=O)(=O)N2CCCC2)c1 ?
Tat export inh: -3; AddAB inh: 2.0; phage Ecoli inh: 1.9; PfHsp90 set2: -10; MOR-DOR ag: -1.4; Pemphigus Ab inh: 100; Arr AP2 block: 9; E coli growth: 3.0; SUMO Mot1 rescue: -1; PKA-R1A activ: 12; OPRM1-OPRD1 inv: 7

Results for O=C(NCCCN1CCCCCC1)C1CC(=O)N(CCc2ccccc2)C1 (stereo unspecified) ?
Tat export inh: 0; AddAB inh: -0.2; phage Ecoli inh: 0.4; PfHsp90 set2: -16; MOR-DOR ag: -1.7; Pemphigus Ab inh: 111; Arr AP2 block: -3; E coli growth: 0.0; SUMO Mot1 rescue: 40; PKA-R1A activ: 1; OPRM1-OPRD1 inv: 10

How did COc1ccc(C(=O)N(C)C2CCCCC2)cc1S(=O)(=O)N1CCOCC1 do in these assays?
Tat export inh: 0; AddAB inh: 3.4; phage Ecoli inh: 2.1; PfHsp90 set2: -2; MOR-DOR ag: -2.9; Arr AP2 block: -10; E coli growth: 1.2; SUMO Mot1 rescue: -10; PKA-R1A activ: -5; OPRM1-OPRD1 inv: 11

Results for COc1cccc(C2=NOC(C(=O)Nc3cccc(C(C)=O)c3)C2)c1OC (stereo unspecified) ?
Tat export inh: 6; AddAB inh: 1.5; phage Ecoli inh: 2.1; PfHsp90 set2: -2; MOR-DOR ag: -2.0; Pemphigus Ab inh: 94; Arr AP2 block: -2; E coli growth: -0.9; PKA-R1A activ: -1; OPRM1-OPRD1 inv: 11

What do the screens show for `CCn1c(CNC(=O)c2ccco2)nnc1SCC(=O)c1ccccc1`?
Tat export inh: -4; AddAB inh: 1.9; phage Ecoli inh: 4.9; PfHsp90 set2: 0; MOR-DOR ag: -2.8; Pemphigus Ab inh: 98; E coli growth: -0.4; SUMO Mot1 rescue: 10; PKA-R1A activ: 2; OPRM1-OPRD1 inv: 13

What do the screens show for `Cc1ccccc1S(=O)Cc1ccc(C(=O)N2CCN(C(=O)c3ccco3)CC2)o1` (stereo unspecified)?
Tat export inh: 0; AddAB inh: 4.0; phage Ecoli inh: 1.5; PfHsp90 set2: 10; MOR-DOR ag: -1.4; Pemphigus Ab inh: 100; Arr AP2 block: 12; E coli growth: -1.9; SUMO Mot1 rescue: -13; PKA-R1A activ: 0; OPRM1-OPRD1 inv: 7

What do the screens show for `COc1ccc(C(=O)Nc2ccc(S(=O)(=O)Nc3onc(C)c3C)cc2)cc1OC`?
Tat export inh: -3; AddAB inh: 4.2; phage Ecoli inh: -1.0; PfHsp90 set2: 31; MOR-DOR ag: -1.5; Arr AP2 block: -8; E coli growth: 2.6; SUMO Mot1 rescue: -4; PKA-R1A activ: -7; OPRM1-OPRD1 inv: 6

What do the screens show for `O=C(Nc1cccc2ccccc12)N1CCN(c2ncccn2)CC1`?
Tat export inh: -8; AddAB inh: 1.3; phage Ecoli inh: 3.6; PfHsp90 set2: 10; MOR-DOR ag: 0.9; Pemphigus Ab inh: 105; Arr AP2 block: 6; E coli growth: 1.9; SUMO Mot1 rescue: 0; PKA-R1A activ: -4; OPRM1-OPRD1 inv: -5

How did O=c1cc(C(Cl)(Cl)Cl)oc2c1ccc1ccccc12 do in these assays?
Tat export inh: 3; AddAB inh: 0.6; phage Ecoli inh: 1.5; PfHsp90 set2: 58; MOR-DOR ag: 6.1; Pemphigus Ab inh: 100; Arr AP2 block: -4; E coli growth: 0.0; SUMO Mot1 rescue: -8; PKA-R1A activ: -4; OPRM1-OPRD1 inv: -32

Results for CCOC(=O)c1cc(C#N)c(N2CCOCC2)nc1-c1ccccc1 ?
Tat export inh: -1; AddAB inh: 2.4; phage Ecoli inh: 3.6; PfHsp90 set2: -13; MOR-DOR ag: -0.9; Pemphigus Ab inh: 104; Arr AP2 block: 7; E coli growth: 0.6; SUMO Mot1 rescue: -13; PKA-R1A activ: 1; OPRM1-OPRD1 inv: 4

How did CC(=O)Nc1ccc(NC(=O)COc2ccc3c(c2)CCC3)cc1 do in these assays?
Tat export inh: 5; AddAB inh: -0.6; phage Ecoli inh: 3.6; PfHsp90 set2: -14; MOR-DOR ag: 1.1; Pemphigus Ab inh: 96; Arr AP2 block: 27; E coli growth: -3.1; SUMO Mot1 rescue: -36; PKA-R1A activ: 0; OPRM1-OPRD1 inv: -6

Results for COc1ccc(CCNC(=O)C(C)c2ccc([N+](=O)[O-])cc2)cc1 (stereo unspecified) ?
Tat export inh: 6; AddAB inh: 0.3; phage Ecoli inh: 2.6; PfHsp90 set2: 2; MOR-DOR ag: -4.0; Pemphigus Ab inh: 105; Arr AP2 block: 12; E coli growth: -1.6; SUMO Mot1 rescue: 0; PKA-R1A activ: 0; OPRM1-OPRD1 inv: 18

How did COc1ccc(OC)c(C(=O)NC(CC(N)=O)c2ccc(NCc3ccccn3)c([N+](=O)[O-])c2)c1 (stereo unspecified) do in these assays?
Tat export inh: 3; AddAB inh: 1.4; phage Ecoli inh: 4.4; PfHsp90 set2: 20; MOR-DOR ag: -0.6; Pemphigus Ab inh: 102; Arr AP2 block: 3; E coli growth: 0.8; SUMO Mot1 rescue: -9; PKA-R1A activ: 2; OPRM1-OPRD1 inv: 3

What do the screens show for `Nc1nc(CSC(=S)N2CCCCC2)nc(Nc2ccccc2)n1`?
Tat export inh: 3; AddAB inh: -0.2; phage Ecoli inh: 3.3; PfHsp90 set2: -1; MOR-DOR ag: -0.6; Pemphigus Ab inh: 112; Arr AP2 block: 4; E coli growth: 0.4; SUMO Mot1 rescue: -14; PKA-R1A activ: -3; OPRM1-OPRD1 inv: 3

What do the screens show for `c1ccc(OCCOCCN2CCN(C(c3ccccc3)c3ccccc3)CC2)cc1`?
Tat export inh: -2; AddAB inh: 1.2; phage Ecoli inh: 2.2; PfHsp90 set2: 6; MOR-DOR ag: -0.3; Pemphigus Ab inh: 138; Arr AP2 block: 0; E coli growth: -1.4; SUMO Mot1 rescue: -21; PKA-R1A activ: -5; OPRM1-OPRD1 inv: 2

How did CC(C)(C)NC(=O)CN(C(=O)Cn1nnc(-c2ccc(Cl)cc2)n1)C1CCN(Cc2ccccc2)CC1 do in these assays?
Tat export inh: 7; AddAB inh: -0.1; PfHsp90 set2: 1; MOR-DOR ag: 9.4; Pemphigus Ab inh: 114; Arr AP2 block: 2; E coli growth: 0.4; SUMO Mot1 rescue: -12; PKA-R1A activ: -7; OPRM1-OPRD1 inv: -47

Results for c1ccc(-c2csc(-c3ccncc3)n2)cc1 ?
Tat export inh: 1; AddAB inh: -1.5; phage Ecoli inh: -0.5; PfHsp90 set2: 2; MOR-DOR ag: -1.9; Pemphigus Ab inh: 98; Arr AP2 block: 30; E coli growth: 1.8; SUMO Mot1 rescue: 170; PKA-R1A activ: -7; OPRM1-OPRD1 inv: 10

Results for O=C(c1cc2ccccc2o1)N1CCN(S(=O)(=O)c2ccc(F)c(F)c2F)CC1 ?
Tat export inh: 0; AddAB inh: 1.9; phage Ecoli inh: -1.6; PfHsp90 set2: -8; MOR-DOR ag: 2.5; Pemphigus Ab inh: 97; Arr AP2 block: 7; E coli growth: -1.5; SUMO Mot1 rescue: 4; PKA-R1A activ: -2; OPRM1-OPRD1 inv: -10

Results for COc1cccc(C(=O)NNC(=O)C(=O)Nc2ccc(C)c(Cl)c2)c1 ?
Tat export inh: -2; AddAB inh: -3.8; phage Ecoli inh: -2.7; PfHsp90 set2: 2; MOR-DOR ag: -1.2; Arr AP2 block: -16; E coli growth: -4.7; SUMO Mot1 rescue: 54; PKA-R1A activ: 9; OPRM1-OPRD1 inv: 7

Results for OCC(CO)(CO)NC(=S)Nc1cc(Cl)cc(Cl)c1 ?
Tat export inh: 0; AddAB inh: 2.3; phage Ecoli inh: 0.6; PfHsp90 set2: -14; MOR-DOR ag: 0.6; Arr AP2 block: 18; E coli growth: -0.2; SUMO Mot1 rescue: 274; PKA-R1A activ: -6; OPRM1-OPRD1 inv: -3

What do the screens show for `C/C(=N\Nc1ccc([N+](=O)[O-])cc1)c1ccc2c(c1)OCO2`?
Tat export inh: -3; AddAB inh: 0.7; phage Ecoli inh: 2.9; PfHsp90 set2: 1; MOR-DOR ag: -1.1; Pemphigus Ab inh: 92; Arr AP2 block: 20; E coli growth: -0.3; SUMO Mot1 rescue: 56; PKA-R1A activ: -1; OPRM1-OPRD1 inv: 5

How did O=C(Nc1ccc(F)cc1)Nc1nnc(COc2ccccc2F)s1 do in these assays?
Tat export inh: -4; AddAB inh: 0.9; phage Ecoli inh: 4.6; PfHsp90 set2: -12; MOR-DOR ag: 4.1; Pemphigus Ab inh: 86; Arr AP2 block: 106*; E coli growth: 0.1; SUMO Mot1 rescue: 10; PKA-R1A activ: -6; OPRM1-OPRD1 inv: -20

3 structures out of the list, sorted by molecular weight, largest number first.
What do the screens show for `Cc1ccccc1S(=O)Cc1ccc(C(=O)N2CCN(C(=O)c3ccco3)CC2)o1` (stereo unspecified)?
Tat export inh: 0; AddAB inh: 4.0; phage Ecoli inh: 1.5; PfHsp90 set2: 10; MOR-DOR ag: -1.4; Pemphigus Ab inh: 100; Arr AP2 block: 12; E coli growth: -1.9; SUMO Mot1 rescue: -13; PKA-R1A activ: 0; OPRM1-OPRD1 inv: 7

Results for COc1ccc(CCNC(=O)C(C)c2ccc([N+](=O)[O-])cc2)cc1 (stereo unspecified) ?
Tat export inh: 6; AddAB inh: 0.3; phage Ecoli inh: 2.6; PfHsp90 set2: 2; MOR-DOR ag: -4.0; Pemphigus Ab inh: 105; Arr AP2 block: 12; E coli growth: -1.6; SUMO Mot1 rescue: 0; PKA-R1A activ: 0; OPRM1-OPRD1 inv: 18

What do the screens show for `C/C(=N\Nc1ccc([N+](=O)[O-])cc1)c1ccc2c(c1)OCO2`?
Tat export inh: -3; AddAB inh: 0.7; phage Ecoli inh: 2.9; PfHsp90 set2: 1; MOR-DOR ag: -1.1; Pemphigus Ab inh: 92; Arr AP2 block: 20; E coli growth: -0.3; SUMO Mot1 rescue: 56; PKA-R1A activ: -1; OPRM1-OPRD1 inv: 5
